Assay outcomes from PubChem BioAssay.
FBW7 act: human FBW7 E3 ligase activation, primary screen; AlphaScreen FBW7–phospho-cyclin E peptide binding, activator screen; normalized activity (activation), % at 26.1 µM; Q969H0; 0.13% of 650,000 active; in the data active means normalized activity above about 1.9%;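 further: purified mutant Fbw7 with reduced substrate affinity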
Target sequence (Q969H0 whole entry, looked up): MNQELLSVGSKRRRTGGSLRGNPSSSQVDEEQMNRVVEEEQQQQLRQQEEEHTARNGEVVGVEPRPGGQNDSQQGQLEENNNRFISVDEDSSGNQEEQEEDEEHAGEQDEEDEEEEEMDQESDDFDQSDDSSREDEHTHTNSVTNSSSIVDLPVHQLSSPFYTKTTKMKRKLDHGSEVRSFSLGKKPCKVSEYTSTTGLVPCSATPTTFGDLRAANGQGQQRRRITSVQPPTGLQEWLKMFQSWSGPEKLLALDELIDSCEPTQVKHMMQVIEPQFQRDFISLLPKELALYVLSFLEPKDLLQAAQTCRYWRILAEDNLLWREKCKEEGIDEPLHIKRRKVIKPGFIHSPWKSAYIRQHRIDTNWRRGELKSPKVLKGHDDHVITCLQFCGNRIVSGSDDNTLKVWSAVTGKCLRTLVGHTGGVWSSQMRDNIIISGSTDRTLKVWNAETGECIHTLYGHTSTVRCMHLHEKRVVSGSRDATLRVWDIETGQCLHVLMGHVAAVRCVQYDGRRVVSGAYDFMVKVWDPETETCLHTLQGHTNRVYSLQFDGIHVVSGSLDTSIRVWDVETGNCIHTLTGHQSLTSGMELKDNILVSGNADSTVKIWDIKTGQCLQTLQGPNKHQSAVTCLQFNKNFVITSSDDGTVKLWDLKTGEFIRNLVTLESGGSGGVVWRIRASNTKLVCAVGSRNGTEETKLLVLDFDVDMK
GPR151 ag: activators of human GPR151 | Q8TDV0 | PathHunter beta-arrestin GPR151 cells, luminescence | activation, % at 11.2 µM | 1% of 650,000 active | AID 1508602; in the data active means activation above about 4.9%;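 further: 0% = median of compound wells and 100% = cells with positive control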
Target sequence (Q8TDV0 whole entry, looked up): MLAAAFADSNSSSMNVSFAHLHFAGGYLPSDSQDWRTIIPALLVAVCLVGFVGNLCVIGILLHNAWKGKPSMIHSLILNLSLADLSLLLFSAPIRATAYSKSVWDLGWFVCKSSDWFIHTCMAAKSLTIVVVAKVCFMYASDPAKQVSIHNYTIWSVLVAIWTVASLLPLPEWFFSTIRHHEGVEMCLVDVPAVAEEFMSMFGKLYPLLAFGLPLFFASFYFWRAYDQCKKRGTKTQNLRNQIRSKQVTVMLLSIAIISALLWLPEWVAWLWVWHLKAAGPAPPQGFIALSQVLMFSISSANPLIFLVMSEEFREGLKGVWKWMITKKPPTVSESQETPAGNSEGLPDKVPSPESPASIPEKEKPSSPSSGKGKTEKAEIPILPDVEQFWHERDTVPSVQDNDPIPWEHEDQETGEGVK
TEAD-YAP inh: TEAD-YAP interaction inhibition; inhibition, % at 9.12 µM; AID 1259422; HEK-TIYL cells, TEAD-Gal4/YAP UAS-luciferase luminescence; 1.4% of 640,000 active; in the data active means inhibition above about 32%;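 further: 0% = median of test compound wells and 100% = reference inhibitor wells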
MITF primary: human MITF inhibition, primary screen | inhibition, % at 2.6 µM | O75030 | 0.91% of 650,000 active | AlphaScreen MITF homodimerization, bead proximity signal; in the data active means inhibition above about 50%;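 further: 0% = vehicle wells with protein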
* = called active by the depositor. Outcome played no part in choosing rows. Share with any hit: about 3.4%.

SMILES	FBW7 act	GPR151 ag	TEAD-YAP inh	MITF primary
COC(=O)c1ccccc1NC(=O)c1ccc(NC(=O)CSc2ccccc2)cc1	-0.1	-1.5	13	-5
CCOC(=O)c1cnc2c(OC)cccc2c1NC(C)CC (centres undefined)	0.0	0.7	22	-4
N#Cc1cc(Cl)ccc1N1C(=O)C=CC1=O	-0.8	3.6	7	-3
Cc1noc(C)c1S(=O)(=O)NCC(=O)Nc1ccc(F)cc1	-0.2	0.3	-3	1
CCN(CC)C(=O)C1CCN(Cc2ccc(F)cc2)CC1	0.0	0.1	-7	37
COc1cc(/C=N/Nc2ccc(C(=O)O)cc2)ccc1O	0.3	-7.9	11	41
O=C(CSCc1ccccc1)Nc1cc(F)cc(F)c1	-0.1	-0.3	-38	0
O=c1[nH]c(N2CCCCC2)nc2c1CN(Cc1nnnn1Cc1ccccc1)CC2	0.2	0.9	4	3
O=C(c1cc2ccccn2n1)N1CCN(c2ccc(F)cc2)CC1	1.4	1.1	-8	19
COc1cc(-n2nnn(C3CC(=O)C4OCC3O4)c2=S)c(OC)cc1Cl (centres undefined)	0.3	-0.4	4	5
COc1ccc(N2C(=O)c3cccc(N)c3C2=O)cc1	-0.1	-0.2	-61	-1
CCCOC(=O)c1c(NC(=O)c2cc(-c3ccc(OC)cc3OC)nc3ccccc23)sc2c1CCCC2	0.7	-1.0	-17	-12
O=C1CCCN1CCn1cnc2c(NCCO)nc(N3CCC(N4CCOCC4)CC3)nc21	0.0	-0.5	10	-12
CCOC(=O)C(C#N)C(c1ccccc1)c1ccc2c(c1)OCO2 (centres undefined)	0.1	2.6	2	-1
COc1cccc(-c2nc3ccccc3c(=O)n2NC(=O)c2ccc([N+](=O)[O-])c(C)c2)c1	0.1	0.7	-11	-1
O=C(Cn1ncc2c(=O)oc3ccccc3c21)N1CCN(c2ncccn2)CC1	1.0	0.3	-13	19
COc1ccccc1C1(O)CC2CCC(C1)N2S(=O)(=O)c1ccc(C(C)=O)cc1 (centres undefined)	-0.1	0.2	-4	-6
COc1ccc(C(=O)NCCC(=O)NC2CCCCCC2)cc1OC	0.2	1.6	3	6
COc1ccc(NC(=O)C(C)NC(=O)C(c2ccccc2)c2ccccc2)cc1 (centres undefined)	0.1	2.7	1	1
COc1cccc(OCC(=O)NNC(=O)COc2ccccc2OC)c1	0.7	-1.6	4	15
COc1cccc(CN2C(=O)C3C(C(=O)Nc4cc(Cl)cc(Cl)c4)C4C=CC3(O4)C2C(=O)NC2CCCCC2)c1 (centres undefined)	-0.1	0.1	-10	-4
Cn1ncc2c(Nc3ccc(F)cc3)nc(N3CCCC3)nc21	0.0	-0.4	5	7
O=[N+]([O-])c1ccccc1S(=O)(=O)NCCc1cccc(Cl)c1	0.1	0.7	15	3
CC(Oc1cccc(Cl)c1)C(=O)Nc1ccc(S(=O)(=O)Nc2nccs2)cc1 (centres undefined)	-0.2	1.7	1	-1
O=C(CCCn1c(SCC(=O)c2ccc(Cl)cc2)nc2ccccc2c1=O)NCc1ccco1	-0.1	3.0	-2	-10
CCc1cccc(NC(=O)c2cc(-c3ccc(Br)cc3)nc3ccccc23)c1	0.1	-0.6	4	5
CCOC(=O)c1sc2nc(CC(=O)OC)nc(NCc3ccccc3Cl)c2c1C	0.3	-0.2	-7	15
COc1ccc(C2Nc3cc(C)c(C)cc3NC3=C2C(=O)CC(C)(C)C3)cc1OC (centres undefined)	-0.1	1.1	6	-7
O=C(Nc1ccc(N2CCN(Cc3ccccc3F)CC2)cc1)c1ccc([N+](=O)[O-])o1	-0.2	3.5	11	15
O=C1/C(=C/c2cccc(O)c2)Sc2ccccc21	-0.1	0.3	-20	24

Reprinted from the part before: 2 entries; new compounds follow.
SMILES	FBW7 act	GPR151 ag	TEAD-YAP inh	MITF primary
O=C(Nc1ccc(N2CCN(Cc3ccccc3F)CC2)cc1)c1ccc([N+](=O)[O-])o1	-0.2	3.5	11	15
O=C1/C(=C/c2cccc(O)c2)Sc2ccccc21	-0.1	0.3	-20	24
CCCCOc1ccc(C(=O)Nc2c3c(nn2-c2cccc(C)c2C)CS(=O)C3)cc1 (centres undefined)	0.1	0.3	3	-3
CCC(=O)c1cn(CC(=O)N2CCc3ccccc3C2)c2ccccc12	-0.1	-0.9	2	4
CNC(=O)c1ncccc1Nc1cc(Nc2ccc3[nH]ncc3c2)ncc1C(F)(F)F	0.0	1.2	9	3
CC1=C(C(=O)Nc2ccc(Br)cn2)C(c2ccc(F)cc2)C2=C(CCCC2=O)N1 (centres undefined)	0.0	0.4	-2	-1
O=C1c2cccc3cc([N+](=O)[O-])cc(c23)C(=O)N1CCCO	0.1	-1.0	-8	17
O=C(CCCCC(=O)Nc1ccc(F)c(F)c1)Nc1ccc(F)c(F)c1	0.1	0.8	5	6
O=C(Cn1cnc2c(nnn2Cc2ccccc2F)c1=O)NC1CCCCC1	0.1	0.1	0	9
CCCOc1ccc(Cl)cc1CNC(C)(C)CO	0.1	0.9	5	-1
O=C1COc2ccc(C(=O)COC(=O)COc3ccccc3)cc2N1	0.2	-0.2	-3	-1
C=CCNC(=O)[C@H]1C=CCN1S(=O)(=O)c1cccc2ccccc12	0.0	1.1	6	6
NC(=O)CCCC1=NS(=O)(=O)c2ccccc2N1	0.0	0.8	6	8
O=C(c1nn2c(C(F)(F)F)cc(-c3cccs3)nc2c1Br)N1CCN(c2ccc(F)cc2)CC1	0.1	-0.7	-7	0
CCOC(=O)c1ccc(NC(=O)c2cc(Br)ccc2Cl)cc1	0.2	0.0	13	-8
O=C(NC1CCN(Cc2ccccc2)CC1)NC12CC3CC(CC(C3)C1)C2	-0.1	2.9	7	-5
Cc1ccc(CSc2nnc3c(n2)OC(c2cccc(C)n2)Nc2ccccc2-3)cc1 (centres undefined)	0.0	0.0	4	-5
Cc1ccc(-c2nnc(SCC(=O)Nc3cccc(C(=O)O)c3)n2C)cc1	0.1	-0.8	8	6
NS(=O)(=O)c1ccc(CNC(=S)Nc2ccc(F)cc2)cc1	0.0	0.9	-3	-9
CCN(Cc1ccccc1)C(=O)c1cc(OC)c(OC)cc1[N+](=O)[O-]	-0.1	-0.8	-8	7
CN(Cc1nccn1C)C(=O)CCc1nnc(CCC2CCCCC2)o1	-0.1	0.5	-15	-2
Cc1cccc(CN2CCN(CC3CC4C=CC3C4)CC2)c1 (centres undefined)	0.1	-2.0	-10	57*
O=C(/C=C/c1cccc(I)c1)Nc1nc2ccccc2s1	0.0	-0.2	-1	2
c1ccc(-c2nc3ccc(-c4ccc5nc(-c6ccccn6)c(-c6ccccn6)nc5c4)cc3nc2-c2ccccn2)nc1	-0.1	2.0	1	-3
CC1(c2ccccc2)NN=C2Oc3ccccc3N21 (centres undefined)	0.0	0.0	-67	2
O=C1CCN(C(=O)c2ccc(Cl)cc2Cl)c2cc3ccccc3cc21	0.1	0.0	18	8
COc1ccc(-c2nc3ccccc3c(=O)n2NC(=O)c2cccnc2Cl)cc1OC	0.0	0.0	0	1
CN(Cn1[nH]c(=O)ccc1=O)c1ccccc1	0.1	0.3	0	-2
Cc1ccc(/C=C/C(=O)NCCNC(=O)/C=C/c2ccc(C)o2)o1	0.1	-0.9	5	35
Cc1cc(C)c(C(=O)N2CCC3(CC2)CC3C(=O)NCC2(c3ccccc3)CCOCC2)[nH]1 (centres undefined)	-0.1	-0.1	2	-2
O=C(O)C1(c2ccccc2)CCN(S(=O)(=O)c2ccc(F)c(F)c2)CC1	0.2	-2.6	-3	-5
COc1cc(/C=C(\C#N)c2nc3ccccc3n2C)cc([N+](=O)[O-])c1O	-0.1	-0.1	4	2
Cc1[nH]c2ccccc2c1C(=O)CSc1ccc2c(c1)OCCO2	0.4	-0.2	-8	-4
CN1CCN(C(=O)c2scc3c2CCCC3)CCC1=O	-0.2	0.3	-14	-1
CC(=O)Nc1cccc(NC(=O)c2c(C)noc2C)c1	0.0	0.2	1	5
CCN(CC)C(=O)C1CCCN(c2nc(NCc3nc4ccccc4[nH]3)c3[nH]cnc3n2)C1 (centres undefined)	-0.2	-0.1	4	6
COCCN1Cc2cccc(C(=O)Nc3ccc(OC)c(OC)c3)c2C1=O	0.6	-0.5	-2	8
CCS(=O)(=O)NCC(c1ccc2c(c1)OCO2)N1CCOCC1 (centres undefined)	0.0	-1.3	2	-9
COc1ccc(-c2nc(NC3CC3)c3ncn(C4CCCCC4)c3n2)cn1	-0.2	-1.6	-12	2
COc1cccc(NC(=S)N/N=C/c2ccc(O)cc2)c1	-0.1	-0.8	60*	-3
COc1ccc(OC)c(/C=C/C(=O)Nc2ccc(Cl)cc2[N+](=O)[O-])c1	-0.1	0.8	-1	12
Cc1cccc(N2C(=O)C3CC3C2=O)c1 (centres undefined)	0.0	0.6	3	1
CC(=O)c1ccc(NC(=O)c2ccc3c(c2)C(=O)N(c2ccccc2)C3=O)cc1	0.0	-0.3	-2	-29
CCNS(=O)(=O)c1ccc(NC(=O)Nc2ccc3c(c2)OCO3)cc1	0.2	-1.0	-27	-14
COc1ccc(S(=O)(=O)Nc2cccc(F)c2)cc1Br	0.0	1.1	2	10
COc1cccc(C2=NOC(C(=O)NC3CCCCC3)C2)c1 (centres undefined)	0.0	-1.1	-5	-4
COc1ccccc1NC(=O)C1CC(=O)N(C)C(=Nc2cccc(C(F)(F)F)c2)S1 (centres undefined)	0.8	0.3	6	-1
O=C(O)COc1ccc(NC(=O)COc2ccc([N+](=O)[O-])cc2)cc1	0.1	3.6	1	9
CC(C)Oc1cc(S(=O)(=O)N2CCCCC2)ccc1N	-0.1	9.9*	1	6
COC(=O)c1ccc(N(CC(=O)NC2CCCCC2)C(=O)CNC(=O)c2ccco2)cc1	-0.2	0.8	0	-1
CC1CCCC(C)N1C(=O)COC(=O)CCc1nc2ccccc2c(=O)[nH]1 (centres undefined)	-0.1	-0.5	2	8
CN(C)C(=S)SCc1cc(C(C)(C)C)c(O)c(C(C)(C)C)c1	0.2	1.1	5	18
O=C(CC12CC3CC(C1)CC(c1ccccc1)(C3)C2)Nc1nccs1	0.6	-1.0	1	27
O=C(Cc1ccccn1)NCCN1Cc2ccccc2OC(c2ccsc2)C1 (centres undefined)	0.2	-0.7	1	4
COc1ccc(N2CCN(C(CC(C)C)c3nnnn3CC3CCCO3)CC2)cc1 (centres undefined)	1.2	-0.8	-1	12
O=C(/C=C/c1ccc(F)cc1)NC1CCCCC1	0.3	-1.1	-70	12
O=C1CC(SCCO)C(=O)N1c1ccc(Oc2ccccc2)cc1 (centres undefined)	0.8	-1.4	-3	6
CCOC(=O)CNC(=O)COc1ccc(Cl)cc1Br	0.3	-1.0	-8	3
COC(=O)C1=CN(C2CC2)C=C(C(=O)OC)C1c1ccc(C(=O)OC)cc1	0.0	0.9	3	-3
OC1(C#Cc2ccccc2)CCCCCC1	-0.1	0.8	6	3
CCN(CC)c1ccc(/C=N/NC(=O)CNc2ccc(F)cc2)cc1	0.1	-1.5	7	-6
O=[N+]([O-])c1ccc(NC(=S)NCC(c2cccnc2)N2CCOCC2)cc1 (centres undefined)	0.1	0.4	-4	4

Part of the list above, in CSV form.
Compound,FBW7 act,GPR151 ag,TEAD-YAP inh,MITF primary
O=C(O)COc1ccc(NC(=O)COc2ccc([N+](=O)[O-])cc2)cc1,0.1,3.6,1,9
CC(C)Oc1cc(S(=O)(=O)N2CCCCC2)ccc1N,-0.1,9.9*,1,6
COC(=O)c1ccc(N(CC(=O)NC2CCCCC2)C(=O)CNC(=O)c2ccco2)cc1,-0.2,0.8,0,-1
CC1CCCC(C)N1C(=O)COC(=O)CCc1nc2ccccc2c(=O)[nH]1 (centres undefined),-0.1,-0.5,2,8
CN(C)C(=S)SCc1cc(C(C)(C)C)c(O)c(C(C)(C)C)c1,0.2,1.1,5,18
O=C(CC12CC3CC(C1)CC(c1ccccc1)(C3)C2)Nc1nccs1,0.6,-1.0,1,27
O=C(Cc1ccccn1)NCCN1Cc2ccccc2OC(c2ccsc2)C1 (centres undefined),0.2,-0.7,1,4
COc1ccc(N2CCN(C(CC(C)C)c3nnnn3CC3CCCO3)CC2)cc1 (centres undefined),1.2,-0.8,-1,12
O=C(/C=C/c1ccc(F)cc1)NC1CCCCC1,0.3,-1.1,-70,12
O=C1CC(SCCO)C(=O)N1c1ccc(Oc2ccccc2)cc1 (centres undefined),0.8,-1.4,-3,6
CCOC(=O)CNC(=O)COc1ccc(Cl)cc1Br,0.3,-1.0,-8,3
COC(=O)C1=CN(C2CC2)C=C(C(=O)OC)C1c1ccc(C(=O)OC)cc1,0.0,0.9,3,-3
OC1(C#Cc2ccccc2)CCCCCC1,-0.1,0.8,6,3

Further structures follow.
SMILES	FBW7 act	GPR151 ag	TEAD-YAP inh	MITF primary
C=CCOC(=O)C1=C(C)NC(=O)NC1c1cc(OC)c(OC)c(OC)c1 (centres undefined)	0.0	-0.6	-1	8
COc1cc2c(cc1OC)C(COc1ccc(F)cc1)N(C(=O)C1CCCCC1)CC2 (centres undefined)	0.0	-0.2	-8	17
CCCn1c(CN2CCC3(CC2)NC(=O)c2ccccc2O3)nc2ccccc21	-0.1	0.5	-14	9
CC1CCCC(NC(=O)C2N(CC3COc4ccccc4O3)C(=O)C3C(C(=O)Nc4ccc(Cl)cc4)C4C=CC32O4)C1C (centres undefined)	0.1	2.2	2	6
O=C(CCCc1ccccc1)Nc1ccc(SCC(=O)N2CCCC2)nn1	0.1	0.5	-14	4
CC(C)(C)NC(=O)C[n+]1ccc(C(N)=O)cc1	-0.1	-0.1	3	14
CCOc1ccccc1/C=N/Nc1nnc(-c2ccccc2)c(=O)[nH]1	-0.1	1.2	-5	15
O=C(C1=C(O)c2ccccc2C1=O)c1cccs1	0.0	3.9	8	-8
CC(=O)C1=C(C)NC(SCc2cccc([N+](=O)[O-])c2)=C(C#N)C1c1ccco1 (centres undefined)	0.0	0.8	-11	28
COC(=O)c1cccc(NC(=O)COc2ccc([N+](=O)[O-])cc2)c1	0.0	-0.2	10	12
